# FLuc counter: firefly luciferase modulation, counter-screen for miR-21 project; P08659; purified FLuc, Km substrates, luminescence inhibition; Potency, µM (top dose mostly 57.5 µM), inactives show at the top dose activity change, negative = inhibition, most hits filed as inhibitors; 6.9% of 360,000 active; AID 588342;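 note: plate controls were vehicle for no effect and reference inhibitor for full effect; nearly all actives have a fitted effect of over 55% in size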
# Target sequence (P08659 whole entry, looked up): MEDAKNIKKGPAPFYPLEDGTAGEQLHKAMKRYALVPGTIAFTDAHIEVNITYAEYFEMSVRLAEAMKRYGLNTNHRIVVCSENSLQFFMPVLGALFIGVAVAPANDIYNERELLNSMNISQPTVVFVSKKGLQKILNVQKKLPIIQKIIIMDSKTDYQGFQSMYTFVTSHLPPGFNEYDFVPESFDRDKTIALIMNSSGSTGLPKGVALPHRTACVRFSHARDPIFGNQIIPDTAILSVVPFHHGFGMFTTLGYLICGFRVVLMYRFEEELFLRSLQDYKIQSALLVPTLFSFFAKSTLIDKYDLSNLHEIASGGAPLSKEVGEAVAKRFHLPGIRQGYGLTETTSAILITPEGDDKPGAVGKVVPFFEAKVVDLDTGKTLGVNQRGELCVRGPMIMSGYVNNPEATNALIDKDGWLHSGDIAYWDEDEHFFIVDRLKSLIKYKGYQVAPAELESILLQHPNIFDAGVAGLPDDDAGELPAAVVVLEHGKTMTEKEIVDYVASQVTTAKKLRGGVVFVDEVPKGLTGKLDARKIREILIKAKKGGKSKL
#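 Biochemical qHTS of compounds, final roughly 60 µM downward over six points, against 10 nM purified firefly luciferase using Km concentrations of substrates (10 uM D-luciferin, 10 uM ATP) in Tris acetate pH 7.5 buffer; luminescence output.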
# BRCA1 expr act: increases BRCA1 expression | MCF7-BRCA1-FFLuc reporter, luminescence, 48 h; response scale: scaled: vehicle 0%, 10 µM genistein 100% | Potency, µM (series often up to 46.1 µM), without a hit: at the highest dose activation, actives largely listed as activators | 1.1% of 380,000 active; note: nearly all actives have a fitted effect of over 80% in size; some results filed as inactive show a strong effect at the top dose
#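 First, MCF7-BRCA1-FFLuc cells (2000/well) attach for 2 h; next, compounds are pin-added and incubated 48 h at 37 °C; finally, luciferase reagent is added and luminescence read after 15 min.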
# RORgamma inh: blocks mouse ROR gamma transcriptional activity; Drosophila S2 Gal4-RORgamma UAS-luciferase reporter, 20 h; Potency, µM (highest dose often 53.6 µM), for the others: at the top dose activity change, negative = inhibition, actives largely listed as inhibitors; 5.4% of 310,000 active; AID 2551; note: % is set by controls: 0 for no effect and ±100 for the full control effect; nearly all actives have a fitted effect of over 60% in size
# Target sequence (P51450 whole entry, looked up, the tested form may be a part): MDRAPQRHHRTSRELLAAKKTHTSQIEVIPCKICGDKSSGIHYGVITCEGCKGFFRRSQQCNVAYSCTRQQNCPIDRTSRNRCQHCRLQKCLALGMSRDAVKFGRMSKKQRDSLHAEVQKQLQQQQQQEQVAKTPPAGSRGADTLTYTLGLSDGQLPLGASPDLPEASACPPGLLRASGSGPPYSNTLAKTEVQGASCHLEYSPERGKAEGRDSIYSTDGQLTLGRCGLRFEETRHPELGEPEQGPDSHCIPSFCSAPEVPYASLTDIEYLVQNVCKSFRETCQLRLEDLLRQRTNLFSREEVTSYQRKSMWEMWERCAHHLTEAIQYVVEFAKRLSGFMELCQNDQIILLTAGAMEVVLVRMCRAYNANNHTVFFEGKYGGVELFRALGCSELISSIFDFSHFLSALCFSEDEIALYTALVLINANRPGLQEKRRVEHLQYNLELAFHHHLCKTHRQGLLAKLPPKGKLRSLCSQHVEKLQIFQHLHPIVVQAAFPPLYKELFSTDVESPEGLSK
#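 Read-out: Photinus luciferase luminescence; inhibitors lower reporter signal. Insect Schneider cells with Gal4-ROR gamma fusion under metallothionein promoter, UAS reporter; 700 uM final copper sulfate induction, 20 hr, ambient temperature.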
# CXXC DNA block: MLL CXXC-DNA interaction inhibition; 0.037% of 290,000 active; MLL-CXXC / FITC-HOXA9 DNA fluorescence polarization; Potency, µM (top dose mostly 115 µM), for the others: at the highest dose activity change, negative = inhibition, usual class: inhibitors; Q03164; active = well fitted inhibition curve with a large enough effect in the polarisation, with a control signal flat, not every such curve was filed as active; inconclusive = small, poorly fitted or top-dose-only effect, or effect the other way, or a change in a side signal; inactive = no such curve, though single readings can be large or run the other way; the % refers to the polarisation
#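 Steps: dispense CXXC domain solution (7 uM) → pin compounds or unlabeled HOX-A9 DNA control → 5 min ambient → add FLSN-HOX-A9 solution (50 nM) → spin → 30 min ambient → fluorescence polarization. Tris pH 7.5/NaCl/DTT/BSA buffer.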
# p53 reactivator: restores transcriptional activity of mutant p53; H1299 p53-A138V BP100-luciferase reporter, luminescence, 24 h; Potency, µM (doses to about 92.2 µM), for inactives: top-dose activity change, positive = activation, most hits filed as activators; 0.063% of 320,000 active; AID 504706; note: % of control where 0% means no effect; nearly all actives have a fitted effect of over 45% in size
#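 p53-null H1299 cells stably carrying temperature-sensitive p53-A138V and a BP100-luciferase reporter were pinned with compounds (4-point, 1:5 series) and held 24 hrs at 37 deg C. Luminescence was read 10 min after detection reagent.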
# Gal4-VP16 FLuc: counter-screen for ROR gamma inhibitors: Gal4-VP16 reporter; Drosophila S2 Gal4-VP16 UAS-luciferase, luminescence, 20 h; AID 2546; Potency, µM (doses to about 53.6 µM), for inactives: at the highest dose activity, negative = inhibition, usual class: inhibitors; 3.5% of 310,000 active;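 note: Gal4-VP16 expression switched on by copper sulfate through the metallothionein promoter; % is set by controls: 0 for no effect and ±100 for the full control effect; nearly all actives have a fitted effect of over 50% in size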
# NPC1 promoter act: NPC1 promoter activation; Huh7 NPC1 promoter luciferase reporter, 24 h; Potency, µM (titrated, usually from 9.22 µM), inactives show at the top dose activation, actives largely listed as activators; 2.4% of 320,000 active; AID 485313;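 note: % of control where 0% means no effect; nearly all actives have a fitted effect of over 60% in size; reporter is driven by a mutant NPC1 promoter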
#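 Compounds in DMSO were transferred onto Huh7 NPC1-luciferase reporter cells pre-incubated 2 h; after 24 h at 37 °C, Amplite reagent was dispensed and luminescence recorded 10 min later.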
# uPA generation: cell surface uPA generation inhibition. cell surface uPA generation assay, qHTS. Potency, µM (top dose mostly 38.3 µM), for the others: at the top dose activity change, negative = inhibition, most hits filed as inhibitors. 0.31% of 330,000 active. AID 540303; active = well fitted inhibition curve with a large enough effect; inconclusive = small, poorly fitted or top-dose-only effect; inactive = no such curve, though single readings can be large or run the other way; tested in mouse RAW 264.7 cells; note: % is set by controls: 0 for no effect and ±100 for the full control effect; nearly all actives have a fitted effect of over 55% in size
# ELG1 genotoxic: genotoxicity induction in ELG1-luciferase HEK293T cells | HEK293T ELG1-luciferase reporter, luminescence, 16 h | AID 504466 | Potency, µM (titrated, usually from 46 µM), for inactives: top-dose activity change, positive = activation, most hits filed as activators | 1.3% of 330,000 active; note: % of control where 0% means no effect; nearly all actives have a fitted effect of over 60% in size
#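 Genotoxic stress is detected as increased luminescence from luciferase-tagged ELG1 in HEK293T cells, measured with ONE-Glo after a 16 hr treatment at 37 °C.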
# Rab9 promoter act: activates the Rab9 promoter; Potency, µM (titrated, usually from 9.22 µM), inactives show at the top dose activation, negative = inhibition, hits mostly activators; Huh7 Rab9 promoter-luciferase reporter, luminescence, 24 h; AID 485297; 2.8% of 320,000 active; note: % of control where 0% means no effect; nearly all actives have a fitted effect of over 60% in size
#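 Huh7 reporter line, Rab9 promoter upstream of luciferase. Compound exposure 24 h at 37 °C in reduced-serum medium with 10% FBS. Read-out: luminescence.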
# MBNL1 CUG block: inhibitors of human MBNL1 binding to CUG repeat RNA; 0.036% of 280,000 active; TR-FRET MBNL1-His/biotin-(CUG)12 binding, 665/545 ratio; AID 2675; Potency, µM (series often up to 57.5 µM), without a hit: at the top dose activity change, negative = inhibition, hits mostly inhibitors; Q9NR56; active = well fitted inhibition curve with a large enough effect in the signal ratio, with a control signal flat, not every such curve was filed as active; inconclusive = small, poorly fitted or top-dose-only effect, or effect the other way, or a change in a side signal; inactive = no such curve, though single readings can be large or run the other way; the % refers to the signal ratio; note: % is set by controls: 0 for no effect and ±100 for the full control effect
#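 Compound titration spanned 92 nM–58 uM against the MBNL1-His/biotin-(CUG)12 complex. After 60 min at room temperature with 5 nM streptavidin-XL665 and 0.055 ng/ul terbium anti-His, ratiometric 665/545 nm emission (Ex 340 nm) normalized to controls.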
# * = called active by the depositor; ? = inconclusive; / = not tested or not shown; & = joins results of further samples; [ ] = remark or other dose. Unless noted, calls come from the whole dose curve; as a rule, active = well fitted curve in the direction sought with a large enough effect; inconclusive = small, poorly fitted or top-dose-only effect, or another doubt; inactive = no such curve, though single readings can be large; an effect the other way counts as inactive or inconclusive. Potency is the fitted concentration of half-maximal effect. The list is partial; the hit share may differ from the screen's.
# The first five compounds as a preview:
1. CC1=C(C(=O)OCc2ccc3c(c2)OCO3)C(c2ccccc2OCc2ccccc2)NC(=O)N1 (stereo not given)
2. COc1ccc(CNC(=O)CCC(=O)Nc2nnc(C(C)C)s2)cc1
3. O=C(NCC1CCCO1)c1ccccc1-c1nc(-c2ccccc2Cl)no1 (stereo not given)
4. O=C(CCCO)c1ccc2c(c1)OCCO2
5. O=C(Nc1ncn[nH]1)c1cccc(S(=O)(=O)N2CCOCC2)c1

screen / no.	1	2	3	4	5
FLuc counter	-1%	6%	12µM*	-16%	0%
BRCA1 expr act	-37%	3%	-10%	64%	-5%
RORgamma inh	8%	2%	17%	-12%	-16%
CXXC DNA block	33%[activator]	-3%	-2%	0%	2%
p53 reactivator	-6%	1%	-1%	/	-1%
Gal4-VP16 FLuc	-6%	4%	5%	18%	5%[10 µM]
NPC1 promoter act	7%	3%	12%	/	-3%
uPA generation	0%	4%	-7%	3%	8%
ELG1 genotoxic	-31%[inhibitor]	3%	-7%	/	-1%
Rab9 promoter act	0%	-11%	0%	/	-1%
MBNL1 CUG block	0%	-6%	/	-2%	-9%

# Main list, repeating the preview:
1. CC1=C(C(=O)OCc2ccc3c(c2)OCO3)C(c2ccccc2OCc2ccccc2)NC(=O)N1 (stereo not given)
2. COc1ccc(CNC(=O)CCC(=O)Nc2nnc(C(C)C)s2)cc1
3. O=C(NCC1CCCO1)c1ccccc1-c1nc(-c2ccccc2Cl)no1 (stereo not given)
4. O=C(CCCO)c1ccc2c(c1)OCCO2
5. O=C(Nc1ncn[nH]1)c1cccc(S(=O)(=O)N2CCOCC2)c1
6. Cc1cc(NS(=O)(=O)c2ccc(NC(=O)Nc3ccc4c(c3)OCO4)cc2)no1
7. Cn1nc(C(=O)NCc2ccccc2)c2ccccc2c1=O
8. CCC(Sc1ccc(C(=O)O)cc1)C(=O)O (stereo not given)

screen / no.	1	2	3	4	5	6	7	8
FLuc counter	-1%	6%	12µM*	-16%	0%	?	-1%	2%
BRCA1 expr act	-37%	3%	-10%	64%	-5%	?	14%	31%
RORgamma inh	8%	2%	17%	-12%	-16%	-1%	-11%	-13%
CXXC DNA block	33%[activator]	-3%	-2%	0%	2%	-9%	15%	6%
p53 reactivator	-6%	1%	-1%	/	-1%	?	-3%	-5%
Gal4-VP16 FLuc	-6%	4%	5%	18%	5%[10 µM]	-14%	3%	0%
NPC1 promoter act	7%	3%	12%	/	-3%	17%	0%	0%
uPA generation	0%	4%	-7%	3%	8%	/	-3%	10%
ELG1 genotoxic	-31%[inhibitor]	3%	-7%	/	-1%	8%	?	0%
Rab9 promoter act	0%	-11%	0%	/	-1%	21%	9%	0%
MBNL1 CUG block	0%	-6%	/	-2%	-9%	-2%	8%	13%

9. CCNC(=O)NC(=O)C(C)OC(=O)c1ccc(SC)cc1OC (stereo not given)
10. O=C(Nc1scc(-c2ccc(F)cc2)c1C(=O)O)c1ccco1
11. O=C(NC1C=CS(=O)(=O)C1)c1ccccc1 (stereo not given)
12. Cc1ccc(-c2csc(NC(=O)c3ccco3)n2)cc1C
13. COc1ccccc1CCNC(=O)CSc1nc(=O)[nH]c2c1CCC2
14. CCOCCCNC(=O)C(c1ccc(Cl)cc1)N1CCN(C(=O)c2ccco2)CC1 (stereo not given)
15. CCOc1ccc(NC(=O)c2ccccc2NC(=O)CN2CCN(C(C)=O)CC2)cc1
16. Cc1cc(-c2nnc(CCC(=O)N(C)C(C)c3cccs3)o2)no1 (stereo not given)

screen / no.	9	10	11	12	13	14	15	16
FLuc counter	3%	17µM*	5%	8.5µM*	3%	1%	2%	?
BRCA1 expr act	3%	92%	0%	?	6%	0%	6%	10%
RORgamma inh	?	21%	9%	32%	/	0%	43%	32%
CXXC DNA block	-1%	-14%	12%	1%	/	-6%	-6%	7%
p53 reactivator	-1%	27%	13%	5%	1%	-13%	-3%	7%
Gal4-VP16 FLuc	-22%	-8%	-2%	-7%	/	4%	-8%	6%
NPC1 promoter act	-1%	26%	-3%	2.2µM*	-1%	0%	0%	1%
uPA generation	-4%	-1%	-5%	5%	4%	-1%	1%	1%
ELG1 genotoxic	2%	?	-1%	?	-5%	-3%	-3%	6%
Rab9 promoter act	2%	24%	-4%	4µM*	3%	-1%	0%	13%
MBNL1 CUG block	-2%	-12%	2%	2%	/	3%	-10%	-5%

17. CCCCC(C(=O)O)C(C)CC(=O)Nc1nncs1 (stereo not given)
18. O=C1NC(=O)C(c2ccccc2)(c2ccc(O)cc2)N1 (stereo not given)
19. CCCCCCN(C(=O)CCCCCN1C(=O)NC(c2ccc([N+](=O)[O-])cc2)C(C(=O)OCc2ccccc2)=C1C)C(C(=O)NCCCC)c1ccc(OCC(=O)OC)c(C(=O)OC)c1 (stereo not given)
20. Cc1ccc(-n2c(C)cc(C)c(C#N)c2=O)cc1
21. O=C(N/N=C/C(Cl)=C/c1ccc([N+](=O)[O-])cc1)C(=O)Nc1ccc(C(=O)O)cc1
22. O=C(NCc1ccccc1Cl)C1CCN(c2cnccn2)CC1
23. COc1ccc(S(=O)(=O)Oc2ccc3ccccc3c2)cc1
24. CCc1ccc(CN(C)C(=O)CC2C(=O)NCCN2Cc2ccoc2)cc1 (stereo not given)

screen / no.	17	18	19	20	21	22	23	24
FLuc counter	3%	-1%	0%	3%	-20%	-1%	?	-2%
BRCA1 expr act	4%	2%	/	13%	2%	-10%	23%	-6%
RORgamma inh	-1%	/	32%&16%	-9%	-3%	13%	5%	28%
CXXC DNA block	-9%	/	0%	15%	8%	-22%	7%	-3%
p53 reactivator	0%	0%	-4%	-3%	27%	-2%	21%	-1%
Gal4-VP16 FLuc	-2%	/	-3%&5%	-9%	15%	2%	-7%	23%
NPC1 promoter act	-1%	0%	-3%	-2%	-3%	-1%	12%	1%
uPA generation	2%	10%	/	-2%	-7%	6%	-3%	4%
ELG1 genotoxic	1%	6%	2%	1%	2%	-4%	14%	1%
Rab9 promoter act	1%	-4%	-6%	3%	1%	0%	22%	-5%
MBNL1 CUG block	-8%	/	-10%	-18%	/	12%	-7%	9%

25. COC(=O)c1sccc1OC(C)C(C)=O (stereo not given)
26. COCCN1C(=O)C(O)=C(C(=O)c2cccs2)C1c1ccccc1 (stereo not given)
27. O=C(NCCc1ccccc1)C(=O)NCC(c1ccco1)N1CCOCC1 (stereo not given)
28. COc1ccc(-c2csc(NC(=O)Cc3ccccc3F)n2)cc1OC
29. COC(=O)c1cc(C#N)c(Oc2ccc(OC)cc2)nc1C
30. CCCCNC(=O)CCC(=O)NNc1nc2ccccc2c2nc(C)nn12
31. Cc1ccccc1OCCN1C(=O)NC2(CCCc3ccccc32)C1=O (stereo not given)
32. CN(C(=O)CCc1nc2ccccc2s1)c1ccccc1

screen / no.	25	26	27	28	29	30	31	32
FLuc counter	8%	0%	-1%	?	-8%	5%&-2%	-2%	-3%
BRCA1 expr act	0%	0%	4%	-36%	-3%	4%&-11%	-21%	38%
RORgamma inh	7%	-7%	3%	26%	-3%	-6%	3%	2%
CXXC DNA block	12%	6%	5%	-7%	3%	-12%	-1%	0%
p53 reactivator	1%	-5%	-4%	1%	3%	-1%	-3%	3%
Gal4-VP16 FLuc	-4%	-3%	-9%	8%	-15%	?	4%	-1%[0.365 µM]
NPC1 promoter act	-4%	-1%	-7%	-13%	2%	-3%	-1%	-1%
uPA generation	2%	-1%	-3%	-10%	-1%	-2%	10%	5%
ELG1 genotoxic	-4%	1%	-10%	-24%	1%	-1%	-2%	?
Rab9 promoter act	2%	0%	-5%	-7%	-5%	-15%	-4%	-6%
MBNL1 CUG block	5%	12%	-9%	0%	5%	-14%	18%	0%

33. CCCC(O)(CCC)C(=O)NNc1ccc(C)cc1
34. CC(=O)c1c(C)[nH]c(C(=O)CN2C(=O)NC(C)(c3ccc(C)cc3)C2=O)c1C (stereo not given)
35. COc1ccccc1NS(=O)(=O)c1ccc(Br)s1
36. COc1cccc(Nc2nc(-c3sc(N)nc3C)cs2)c1
37. COc1ccc(SCC(=O)c2cc(C)c(OC(=S)N(C)C)c(C)c2)cc1

screen / no.	33	34	35	36	37
FLuc counter	1%	-1%	1%	13µM*	17µM*
BRCA1 expr act	-6%	-37%	-6%	10%	55%
RORgamma inh	14%	14%	36%	-16%	16%
CXXC DNA block	6%	15%	0%	0%	1%
p53 reactivator	2%	-4%	2%	27%	?
Gal4-VP16 FLuc	7%	-1%	-7%	12%	-15%
NPC1 promoter act	9%	0%	4%	25%	27%
uPA generation	2%	?	0%	/	2%
ELG1 genotoxic	5%	14%	4%	?	15%
Rab9 promoter act	1%	-1%	-5%	?	?
MBNL1 CUG block	-12%	0%	-2%	14%	3%

# Source: PubChem BioAssay
